Bioassay records as filed in PubChem BioAssay.
rCAG binder – binders of r(CAG) RNA repeats, primary screen, biochemical, fluorescence; r(CAG) RNA repeat, TO-PRO-1 dye displacement fluorescence; inhibition, % at 3 µM; actives 1.3% (n = 370,000);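 active = inhibition above the plate cutoff, the mean of all test compounds on that plate plus 3 SD, cut at about 35% in these data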;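 note: 0% = DMSO alone and 100% = 100 µM mitoxantrone as full dye displacement; higher means more dye released from RNA so lower well fluorescence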
NR1D1 modulator – modulators of Rev-erb alpha DNA binding, primary screen, biochemical, FITC-DNA, fluorescence polarization, uHTS; Rev-erbα–FITC-DNA binding, 90 min; activity, % at 10 µM; actives 0.79% (n = 370,000); AID 1259318, 2017;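 active = activity above about 14%, limit read from the data; passing the limit was not always enough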;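 note: 0% = DMSO wells with 35 nM protein and 100% = DMSO wells with 750 nM protein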
TCR CD3 inh – inhibitors of human TCR-CD3 interaction, primary screen, biochemical, fluorescence, TAMRA-labeled TCR probe. T-cell receptor (TCR). inhibition, % at 9.4 µM. actives 0.37% (n = 360,000); in the data active = inhibition above about 19%;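 note: recombinant mutant TCR 2C K166C tagged with TAMRA read by polarization; 0% = receptor in buffer alone and 100% = receptor with positive control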
PRMT1 inh – PRMT1 methyltransferase inhibitors, primary screen, biochemical, fluorescence polarization. Protein arginine N-methyltransferase 1 (Homo sapiens), Q99873. recombinant PRMT1, activity-based probe fluorescence polarization. inhibition, % at 2.79 µM. actives 1.3% (n = 370,000). AID 652257, 2013;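 active = inhibition above about 21% made by adding two undisclosed values, limit read from the data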
HTRA1 inh – HTRA1 serine protease inhibitors, primary screen, biochemical, fluorescence polarization, HTS | AID 504803, 2011 | Q92743 | actives 0.5% (n = 340,000) | recombinant HTRA1, FP-rhodamine activity-based probe | inhibition, % at 5.96 µM; in the data active = inhibition above about 36%;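 note: 0% = enzyme with DMSO and 100% = wells lacking enzyme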
PG9 Ab binder – binders of HIV-1 gp120 antibody PG9, primary screen, biochemical, TR-FRET; actives 0.43% (n = 360,000); inhibition, % at 6.7 µM; TR-FRET gp120-PG9 antibody binding; in the data active = inhibition above about 8.5%
LEDGF integ inh – blockers of LEDGF/p75-dependent integrase strand transfer – biochemical, TR-FRET, high throughput, primary screen; inhibition, % at 3.7 µM; actives 0.64% (n = 370,000); TR-FRET IN-LEDGF/p75 DNA integration, Eu/Cy5;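 active = inhibition above the screen-wide mean plus 3 SD, cut at about 13% in these data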;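 note: signal is the Cy5 over europium emission ratio at 671 and 618 nm; 0% = plate median of compound wells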
TDP2 absorb – human TDP2 enzyme inhibitors, primary screen, biochemical, epi absorbance, recombinant enzyme; Tyrosyl-DNA phosphodiesterase 2 (Homo sapiens), O95551; inhibition, % at 12.8 µM; actives 0.34% (n = 370,000); T5PNP hydrolysis, p-nitrophenol absorbance 415 nm;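 active = inhibition above the mean of all tested compounds plus 3 SD, set per campaign, cut at about 25% in these data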;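 note: 0% = DMSO with enzyme and 100% = buffer with substrate but no TDP2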
Target sequence (O95551 whole entry, looked up): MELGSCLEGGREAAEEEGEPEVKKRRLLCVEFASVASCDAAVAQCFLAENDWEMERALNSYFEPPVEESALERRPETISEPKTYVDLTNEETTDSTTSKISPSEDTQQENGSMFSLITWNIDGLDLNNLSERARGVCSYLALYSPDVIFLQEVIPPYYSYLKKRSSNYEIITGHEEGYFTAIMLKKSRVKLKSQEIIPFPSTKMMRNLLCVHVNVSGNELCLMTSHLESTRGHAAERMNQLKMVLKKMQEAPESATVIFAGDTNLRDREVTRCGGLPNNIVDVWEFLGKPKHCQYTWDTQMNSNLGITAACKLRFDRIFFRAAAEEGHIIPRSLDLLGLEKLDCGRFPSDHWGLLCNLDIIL
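test system = human TDP2 enzyme | input = TDP2 enzyme at 120 nM final | medium = 50 mM Tris-HCl pH 7.5 with Mg2+, KCl, DTT, BSA | also added = T5PNP substrate, 5 mM | times = 2 h at 37 °C | technique = epi absorbance | benchmarks = high control without enzyme, low control DMSO plus TDP2 | replication = each compound tested once, singlicate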
mABHD4 FP – ABHD4 inhibitors, primary screen, biochemical, fluorescence polarization, mouse | (Lyso)-N-acylphosphatidylethanolamine lipase (Mus musculus), Q8VD66 | purified mABHD4, FP-Rh probe fluorescence polarization | inhibition, % at 8.92 µM | actives 0.54% (n = 370,000) | AID 720543, 2013;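 active = inhibition exceeding the mean over every tested compound plus 3 SD, cut at about 30% in these data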;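 note: 0% = plate median of compound wells and 100% = S159A mutant with DMSO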
Target sequence (Q8VD66 whole entry, looked up): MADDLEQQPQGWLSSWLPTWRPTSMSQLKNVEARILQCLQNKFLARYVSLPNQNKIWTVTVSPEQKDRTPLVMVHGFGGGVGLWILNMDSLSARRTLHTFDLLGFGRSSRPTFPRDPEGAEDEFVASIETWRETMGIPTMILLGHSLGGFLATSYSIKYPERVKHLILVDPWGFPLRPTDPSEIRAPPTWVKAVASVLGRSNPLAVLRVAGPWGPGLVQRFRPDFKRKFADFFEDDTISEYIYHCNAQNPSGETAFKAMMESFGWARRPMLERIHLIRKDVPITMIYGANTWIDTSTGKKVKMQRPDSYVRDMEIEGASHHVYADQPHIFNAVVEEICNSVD
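Test system: mABHD4 protein; Read-out basis: % inhibition; Incubation: 45 min + 60 min at 25 °C; Repeats: single replicate; Technique: fluorescence polarization with parallel and perpendicular emission, 525/598 nm; Compound: 8.92 µM, single dose; Benchmarks: full inhibition S159A mutant plus DMSO, zero as sample-well median.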
SIAE primary – human SIAE inhibitors, primary screen, biochemical, fluorescence polarization, FP-Rh probe, 1536-well HTS; SIAE FP-Rh probe binding; inhibition, % at 9.66 µM; actives 0.69% (n = 370,000); AID 1053197, 2014;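 active = inhibition above a cutoff: mean of compounds within the control limits plus 3 SD of those, cut at about 17% in these data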;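 note: 0% = plate median of compound wells and 100% = probe without SIAE protein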
An asterisk follows results filed as active; / = no result given.

mol	rCAG binder	NR1D1 modulator	TCR CD3 inh	PRMT1 inh	HTRA1 inh	PG9 Ab binder	LEDGF integ inh	TDP2 absorb	mABHD4 FP	SIAE primary
O=C(COC(=O)CCC(=O)c1ccc(F)cc1)Nc1ccccc1	-5	2	6	-4	-5	0.5	3	6	-1	-3
COc1cc(C(=O)NC(=S)Nc2ccc(Cc3ccncc3)cc2)cc(OC)c1OC	-3	-2	-3	-3	-11	-1.3	-4	10	-16	-13
O=C(Nc1ccc(-c2ccccc2)cc1)c1ccccc1	-3	-2	3	-3	3	-1.3	-2	8	-2	3
O=C(NCc1cccnc1)C1CCCN(S(=O)(=O)c2ccccc2)C1 (stereo not given)	2	-7	-3	0	-3	0.5	1	-10	8	3
O=C(NCc1ccc(F)cc1)c1ccncc1	-1	0	-1	-2	-3	-1.9	-1	-4	5	-4
N#CC1=C(N)C(C#N)(C#N)[C@H](c2ccoc2)[C@H]2CN(Cc3ccccc3)CC=C12	-9	-6	9	33*	33	-0.5	19*	40*	31*	8
CC(C)CN(CCCNC(=O)CN1C(=O)COc2ccc(S(=O)(=O)N3CCCCCC3)cc21)CC(C)C	-5	-3	1	-4	2	-2.6	-1	4	6	3
Clc1nc2ccccc2nc1-c1ccccc1	-2	1	3	-4	3	0.1	5	2	-6	9
C[C@H]1CCCCO[C@H](CN(C)S(=O)(=O)c2cn(C)cn2)[C@@H](C)CN([C@@H](C)CO)C(=O)c2cc(NS(=O)(=O)c3ccccc3)ccc2O1	4	-4	6	-2	-2	-1.2	1	1	-5	-4
CC(C)Oc1ccc(Cc2n[nH]c(=S)n2Cc2ccccc2)cc1Cl	3	8	8	3	-20	-0.5	4	0	-5	5
CCOc1ccc(N(CC(=O)Nc2ccccc2)S(C)(=O)=O)cc1	-3	-3	2	-1	-2	-0.2	3	10	0	1
C=CCc1cc(/C=C2/NC(=O)N(CC(=O)OC)C2=O)cc(OC)c1O	-2	3	8	-4	0	-5.1	-1	2	-3	17
CC(C)c1ccc(NC(=O)c2cc([N+](=O)[O-])ccc2N2CCOCC2)cc1	-1	-2	3	2	-2	-3.5	2	-2	-6	-9
Cc1cccnc1NC(=O)c1ccc2c(c1)NC(=O)C(C)S2 (stereo not given)	2	-4	-2	-1	-4	-0.7	3	-4	1	-2
Cc1csc(-c2nc3ccccc3n2C(C(=O)Nc2c(C)cccc2C)C2CC2)c1 (stereo not given)	3	-3	1	-1	/	-1.7	3	2	-27	-6
C=CCN1C(=O)c2ccc(C(=O)N(C)CC(=O)Nc3cccc(F)c3)cc2C1=O	-3	6	-4	1	3	-0.4	0	10	2	-4
C[C@@H]1CN([C@H](C)CO)C(=O)c2c(c3ccccc3n2C)-c2ccccc2CO[C@@H]1CN(C)C(=O)Nc1ccccc1C(F)(F)F	3	-8	-10	-1	3	2.4	2	-13	-4	-2
CCOC(=O)C1=CCN(S(=O)(=O)c2ccc(F)cc2)C1c1cccc(C)c1 (stereo not given)	0	9	7	0	/	0.0	2	6	-2	0
O=C(C1CCC(Cn2c(=O)[nH]c3ccccc3c2=O)CC1)N1CCN(c2ccccc2)CC1 (stereo not given)	8	0	7	2	-5	-2.0	0	-1	-1	4
Cn1nc(-c2ccc(Cl)cc2)c2cc(C(=O)NCC3CCCO3)sc21 (stereo not given)	2	-1	3	2	-35	-1.4	-2	2	-21	-17
CC(C)c1nnc(SCc2ccc(CSc3nnc(C(C)C)n3N)cc2)n1N	4	1	3	-1	-5	-2.2	0	2	-3	0
Cc1cnc(NC(=O)c2sc3ccccc3c2Cl)s1	2	2	-2	3	-3	-3.3	2	11	-5	-7
CCCCn1c(=O)c(C(C)=O)c(O)c2ccccc21	-1	-7	-1	-2	1	0.3	5	-18	-3	-3
Cc1ccc(/C=C/C(=O)Nc2ccc([N+](=O)[O-])cc2)o1	28	1	-2	42*	-17	-2.9	4	-17	0	-11
Cc1cc(C)cc(C(=O)NCCn2cc(SCC(=O)N3CCOCC3)c3ccccc32)c1	3	3	-6	-2	-8	0.0	2	-21	-15	-2
O=C(Oc1ccccc1-c1nnco1)c1ccccc1	0	4	0	-2	7	-0.7	-2	8	-7	5
Cn1c(=O)oc2cc(S(=O)(=O)Nc3cccc(C(=O)O)c3)ccc21	-2	-2	-1	0	7	2.8	-4	10	7	-3
C=CCn1c(-c2cc(-c3ccc(C)cc3)nc3ccccc23)n[nH]c1=S	33	3	0	14	-9	-0.1	2	-1	-33	10
N/C(Cc1ccc([N+](=O)[O-])cc1)=N\OC(=O)c1cccc(Br)c1	-3	2	8	2	-11	0.4	-5	-6	-7	-3
O=C(N/N=C/c1c[nH]c2ccc(Br)cc12)c1ccccn1	11	6	10	0	-1	0.0	-3	4	0	-5
N#Cc1ccc(C(=O)N2CCC3CC2c2cc(-c4ccccc4)ccc23)cc1 (stereo not given)	2	-3	7	0	-11	-0.8	4	-3	-5	6
O=C(c1cccs1)N(Cc1ccco1)c1nc(-c2ccc(F)cc2)cs1	2	12	4	0	0	-2.4	-1	5	-5	-11
CCc1nnc(NC(=O)CCc2c[nH]c3ccccc23)s1	1	-2	-1	1	-1	0.7	-4	4	1	18*
O=C(O)COc1ccc(Br)cc1/C=N/O	1	-2	15	-2	5	-0.7	0	1	5	-11
Cc1ccc(C(C(=O)NC2CCCCC2)N(Cc2cccnc2)C(=O)C2COc3ccccc3O2)o1 (stereo not given)	-2	-3	-4	5	-10	0.0	4	-11	-2	2
CCC(Oc1ccccc1)C(=O)NC1CCCCCC1 (stereo not given)	-8	6	4	2	-2	-2.7	-1	18	3	3
CN(Cc1ccccc1)c1oc(-c2ccco2)nc1C#N	2	-1	-2	1	-4	0.8	0	7	4	-1
COc1ccccc1CNC(=O)c1ccccc1NS(C)(=O)=O	8	5	0	2	2	0.5	-3	1	-1	-2
O=C1NCCNC1(c1c[nH]c2ccccc12)C(F)(F)F (stereo not given)	1	-9	2	1	1	-1.6	1	2	-5	2
O=C(O)CCCCn1c(SCC(=O)Nc2ccccc2C(F)(F)F)nc2ccsc2c1=O	2	1	-2	1	6	-0.5	-3	4	6	-5
C=CCn1c(O)c(N=NC(=O)CNC(=O)c2ccco2)c2ccccc21	2	2	4	0	1	-5.3	8	-3	3	4
O=C(NC1CCCCCCC1)C1CCC(CNc2c(N3CCCC3)c(=O)c2=O)CC1 (stereo not given)	1	-4	0	-2	6	-0.6	1	1	0	5
O=C(Nc1nccs1)C(c1ccccc1)N1CCCC1 (stereo not given)	1	0	7	-1	4	-1.2	-1	-2	2	2
CN(C)c1ccc(C(=O)N2CCN(C(=O)C3CCCO3)CC2)cc1 (stereo not given)	1	-8	6	1	9	-0.5	-3	8	3	12
Cn1/c(=N/N=C/c2ccccn2)sc2ccccc21	3	-2	6	2	/	-1.3	2	-13	-8	-5
CCCC(=O)Nc1ccc(C(=O)Nc2nc(CC(=O)OCC)cs2)cc1	-3	3	-5	0	-32	1.1	1	-2	-2	5
COCCNC(=O)C1CCCN(C(=O)/C=C/c2ccccc2)CC1 (stereo not given)	3	-4	11	2	/	0.1	-1	3	7	1
CC1(c2ccccc2)NC(=O)N(CC(=O)N2CCN(S(=O)(=O)c3cccc(C(F)(F)F)c3)CC2)C1=O (stereo not given)	-1	3	-2	-2	0	-4.8	9	-7	-6	10
CC(C)C[C@@H](CN1CCCC1CN1C(=S)NC[C@@H]1Cc1ccc(O)cc1)N1C[C@H](Cc2ccccc2)N(CC2CCCCCC2)C1=S (stereo not given in full)	7	2	5	-7	-54	-1.7	1	-8	-4	-14
COc1cccc(OCc2cc(C(=O)N3CCN(C4CCCC4)CC3)no2)c1	-11	5	6	1	-5	0.8	-3	1	-2	0
CN(C)S(=O)(=O)c1cccc(NC(=O)CSc2nnnn2-c2ccccc2)c1	4	-4	10	-1	1	-1.6	-2	-4	0	-9
CCOc1ccc(C(=O)N(CN2CCCC2=O)c2ccccc2)cc1	0	2	-6	0	-3	0.5	5	3	-4	8
O=C(/C(=C/c1ccccc1Cl)c1ccccc1)N1CCOCC1	-8	1	2	-3	3	-0.3	-1	-6	-2	0
Cc1c(NC(=O)C(C)OC(=O)c2cccnc2Cl)c(=O)n(-c2ccccc2)n1C (stereo not given)	-2	-4	1	-1	1	-3.0	1	-5	8	-2
O=C(NCCCN1CCCCC1)C1CCC(=O)N1CCc1ccccc1 (stereo not given)	0	2	12	2	4	0.2	2	2	-4	1
CSc1ncccc1C(=O)Nc1ccc2nc(C)sc2c1	8	8	-5	0	-4	-1.9	-2	-18	-4	-1
C(=Nc1ccc(N2CCOCC2)cc1)c1c[nH]c2ccccc12	-4	1	0	-1	24	-8.5	23*	15	6	10
Cc1cc(N2CCN(c3ccccc3)CC2)n2ncnc2n1	-1	-6	-2	-5	-2	-2.9	13	-15	-9	-2
CCN(CC)CCCNC(=O)c1cn(C)c(=O)c2c1c1ccccc1n2C	8	-9	4	-3	2	-0.3	5	-7	1	7
Clc1cc(Cl)c(OCCCCn2cncn2)c(Cl)c1	-2	-6	-5	0	1	-1.1	-5	8	14	1
CNC(=S)NNC(=O)CSCc1c(Cl)cccc1Cl	0	-6	10	0	/	0.0	0	8	2	6

One compound at a time, as listed above. Screens in order: rCAG binder, NR1D1 modulator, TCR CD3 inh, PRMT1 inh, HTRA1 inh, PG9 Ab binder, LEDGF integ inh, TDP2 absorb, mABHD4 FP, SIAE primary
Shown for O=C(NC1CCCCCCC1)C1CCC(CNc2c(N3CCCC3)c(=O)c2=O)CC1 (stereo not given) = 1, -4, 0, -2, 6, -0.6, 1, 1, 0, 5
Shown for CSc1ncccc1C(=O)Nc1ccc2nc(C)sc2c1 = 8, 8, -5, 0, -4, -1.9, -2, -18, -4, -1
Shown for Cc1c(NC(=O)C(C)OC(=O)c2cccnc2Cl)c(=O)n(-c2ccccc2)n1C (stereo not given) = -2, -4, 1, -1, 1, -3.0, 1, -5, 8, -2
Shown for CC1(c2ccccc2)NC(=O)N(CC(=O)N2CCN(S(=O)(=O)c3cccc(C(F)(F)F)c3)CC2)C1=O (stereo not given) = -1, 3, -2, -2, 0, -4.8, 9, -7, -6, 10

This is a subset; rates above refer to the full screens.
